Cneo AK release = Cryptococcus neoformans lysis via adenylate kinase release. hit rate 0.2% among 360,000. lysis activity, % at 15 µM. AID 651654. C. neoformans lysis, adenylate kinase release luminescence, 4 h; normalised: neutral wells 0, clomiphene wells 100;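 active = mean lysis activity across replicates of at least 80%, whatever share of replicates individually reach that level; inactive = mean lysis activity below 80%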
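Material – Cryptococcus neoformans yeast cells · Quantity – 5 × 10^6 yeast cells/mL · Buffer or medium – YPD medium · Compound – single dose · Timing – 4 h static compound exposure, 37 °C, read 1 h post-reagent · Signal – adenylate kinase release luminescence · Read-out basis – lysis from increased AK signal · Benchmarks – Clomiphene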
PGC1a acetyl inh = modulators of PGC1a acetylation | U2OS PGC1a acetylation, AlphaScreen anti-acetyl-lysine; with virally co-expressed GCN5 acetyltransferase | inhibition, % at 15.6 µM | hit rate 0.17% among 350,000;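 active = every replicate shows inhibition of at least 40%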;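 note: 0% = neutral control wells and 100% = positive control wells; some results beyond the cut were filed as inactive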
PglD DTNB = inhibitors of Campylobacter jejuni PglD acetyltransferase; purified PglD enzyme, DTNB colorimetric CoA detection; inhibition, % at 12.5 µM; hit rate 0.098% among 360,000; AID 602405; in the data active = inhibition above about 16%, passing the limit was not always enough; note: strong numbers were not always called active
LGR2 antag = blocks bursicon-induced cAMP signaling via Drosophila LGR2. HEK293 LGR2, CRE-luciferase, bursicon-stimulated, 4 h. inhibition, % at 9.99 µM. hit rate 0.35% among 380,000. AID 720647;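 active = drop in luminescence signal, shown as inhibition above about 50% in the replicate tests, limit read from the data, passing the limit was not always enough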;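 note: agonist challenge used bursicon conditioned medium at about half maximal strength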
PAX8 inh HTS = inhibitors of PAX8 transcriptional activity in RMG-I cells | RMG-I TPO-luciferase reporter, SteadyGlo, 24 h | inhibition, % at 12.6 µM | hit rate 1.2% among 360,000 | AID 652154;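 active = mean replicate inhibition at least 60% with every replicate also reaching 60%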;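 note: luciferase light reporting Pax8 driven TPO promoter activity; plate controls were median of neutral control wells for no effect and mitoxantrone controls for full effect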
Statin myotox sup = suppression of simvastatin myotoxicity. C2C12 myotubes + simvastatin, ATP luminescence, 48 h; scaled: DMSO 0, geranylgeraniol control 100. rescue of ATP level, % at 7.49 µM. hit rate 0.78% among 330,000;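 active = mean ATP rescue above about 67%, or every replicate alone reaching that limit, limit read from the data, passing the limit was not always enough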;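 note: myotubes were challenged with 10 µM simvastatin during compound exposure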
INS-1E GSIS act = GLuc luminescence reporter in INS-1E cells, primary screen for activators of glucose-dependent secretion of insulin; INS-1E GLuc reporter insulin secretion, 2-3 h; activation, % at 16.6 µM; hit rate 0.61% among 370,000;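 active = lowest replicate activation of at least 40%, so every replicate reaches that level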;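 note: 0% = median of neutral control wells and 100% = median of IBMX positive control wells; some compounds called inactive have numbers as strong as hits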
ARNT-TACC3 inh = disrupts binding between human ARNT and TACC3 | Q9Y6A5 | AID 623870 | inhibition, % at 9.99 µM | hit rate 0.66% among 390,000 | AlphaScreen His-ARNT PAS-B/GST-TACC3 binding, luminescence; TACC3 fragment carries E629A point mutation;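 active = mean inhibition of replicates at least 50% and at least half of replicates each reaching 50%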;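 note: 0% = complete ARNT plus TACC3 wells and 100% = ARNT alone without TACC3; many hits fall short of the cut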
An asterisk follows results filed as active; nt = no result given.

SMILES | Cneo AK release | PGC1a acetyl inh | PglD DTNB | LGR2 antag | PAX8 inh HTS | Statin myotox sup | INS-1E GSIS act | ARNT-TACC3 inh
Cc1cc(Br)cn2c(Cc3ccccc3)c(-c3ccccc3)nc12 | 2 | 8 | 0 | 2 | 7 | -9 | 7 | nt
FC(F)(F)c1cccc(Cc2noc(CN3C[C@@H]4CCC[C@H]3C4)n2)c1 | nt | 17 | nt | -5 | -5 | nt | -6 | 0
CC(OC(=O)C1CC(=O)N(Cc2ccco2)C1)C(=O)Nc1ccc(F)cc1Cl (stereo not given) | 0 | nt | -4 | -1 | -4 | 0 | -7 | -2
O=C(N/N=C/c1ccc(N2CCCCC2)o1)c1ccccc1 | nt | nt | nt | -5 | -15 | nt | -18 | 3
CCCCCCCC(=O)NNC(=O)c1c(O)c2ccccc2n(CCC)c1=O | -1 | -5 | -1 | -6 | 20 | 2 | -1 | -6
CCn1nnnc1NC(=O)c1ccc2ccccc2c1 | nt | -4 | nt | -1 | -18 | nt | -4 | 0
O=C(COC(=O)c1ccc(N2CCCC2=O)cc1)c1ccccc1 | 6 | nt | -1 | -41 | -95 | 1 | 4 | 15
O=C(CN1CCN(c2nc(-c3ccccc3)cs2)CC1)Nc1ccc2c(c1)OCO2 | 3 | 4 | -2 | -8 | nt | 7 | -28 | -3
COc1ccc(NC(=O)Nc2ccc3c(c2)C(=O)N([C@@H](C)CO)C[C@H](C)[C@@H](CN(C)S(=O)(=O)c2ccc(OC)cc2)OCCCC[C@@H](C)O3)cc1 | 2 | 9 | -1 | 21 | 22 | nt | 6 | -5
CN1c2ccc(-c3ccccc3F)cc2[C@H]2[C@H](CCN2S(=O)(=O)c2ccc(F)cc2)[C@@H]1CO | 5 | -12 | -1 | 9 | -20 | -25 | -46 | -2
COc1cc2c3c(c1OC)C1(C=CC(=O)C=C1)CC3N(C(=O)c1ccccc1)CC2 (stereo not given) | 7 | 13 | 7 | nt | nt | 10 | 14 | 0
Cc1ccnc(N2C(=O)C3C4CC(C(Br)C4Br)C3C2=O)c1 (stereo not given) | nt | -2 | nt | nt | nt | -12 | 6 | -4
CC(CC(C)C(=O)Nc1ccccc1C(C)(C)C)C(=O)O (stereo not given) | -1 | -3 | 0 | -7 | nt | nt | 0 | 1
COc1ccc(C2C(C(=O)O)CC(=O)N2c2ccc(OC)cc2)cc1 (stereo not given) | -1 | -13 | 1 | nt | 21 | 6 | nt | -5
c1cc(CNc2ccc(N3CCOCC3)cc2)ccn1 | nt | 10 | nt | -23 | nt | nt | 7 | 12
Cc1cccc2c1NC(C)CC2C (stereo not given) | 2 | -8 | -1 | nt | nt | 17 | nt | -3
CCN(CC)c1ccc(/C=N/NC(=O)c2ccc3c(c2)OCCO3)cc1 | -1 | -10 | -9 | -2 | -33 | nt | -9 | -10
O=C(CNC(=O)c1ccc(Br)o1)Nc1cccc(S(=O)(=O)N2CCCC2)c1 | nt | nt | nt | 23 | 4 | 20 | -14 | 0
CSc1ccccc1NC(=O)C1CCN(S(C)(=O)=O)CC1 | 2 | 2 | 3 | 0 | 27 | -1 | 8 | -4
CC(OC(=O)c1nsc(Cl)c1Cl)C(=O)NCCc1ccccc1 (stereo not given) | 2 | nt | -2 | 1 | -4 | -11 | -7 | -4
CCCn1c(N)c(C(=O)CSc2nc(C3CC3)n(-c3ccccc3)n2)c(=O)[nH]c1=O | -2 | -2 | -3 | 3 | 8 | -8 | 6 | -3
C/C(=N/NC(=O)c1cccs1)c1cccc(N)c1 | -1 | -8 | 0 | nt | -41 | -16 | nt | 16
Cc1ccc(CN2CC(C(=O)N3CCN(S(=O)(=O)c4ccc(C)cc4C)CC3)CC2=O)cc1 (stereo not given) | -1 | -5 | -4 | -2 | 19 | -2 | -14 | 7
NC(=O)c1c(NC(=O)Cc2ccccc2)sc2c1CCN(Cc1ccccc1)C2 | -1 | nt | 0 | -7 | 5 | -9 | -13 | -8
O=C(/C=C/c1ccccc1Cl)NC1CCS(=O)(=O)C1 (stereo not given) | nt | 5 | nt | 28 | 2 | nt | 2 | 1

Shown with two lines to a compound: entries from further up
Values run as follows: Cneo AK release, PGC1a acetyl inh, PglD DTNB, LGR2 antag, PAX8 inh HTS, Statin myotox sup, INS-1E GSIS act, ARNT-TACC3 inh
Cc1cc(Br)cn2c(Cc3ccccc3)c(-c3ccccc3)nc12
→ 2, 8, 0, 2, 7, -9, 7, nt
FC(F)(F)c1cccc(Cc2noc(CN3C[C@@H]4CCC[C@H]3C4)n2)c1
→ nt, 17, nt, -5, -5, nt, -6, 0
CC(OC(=O)C1CC(=O)N(Cc2ccco2)C1)C(=O)Nc1ccc(F)cc1Cl (stereo not given)
→ 0, nt, -4, -1, -4, 0, -7, -2
O=C(N/N=C/c1ccc(N2CCCCC2)o1)c1ccccc1
→ nt, nt, nt, -5, -15, nt, -18, 3
CCCCCCCC(=O)NNC(=O)c1c(O)c2ccccc2n(CCC)c1=O
→ -1, -5, -1, -6, 20, 2, -1, -6
CCn1nnnc1NC(=O)c1ccc2ccccc2c1
→ nt, -4, nt, -1, -18, nt, -4, 0
O=C(COC(=O)c1ccc(N2CCCC2=O)cc1)c1ccccc1
→ 6, nt, -1, -41, -95, 1, 4, 15
O=C(CN1CCN(c2nc(-c3ccccc3)cs2)CC1)Nc1ccc2c(c1)OCO2
→ 3, 4, -2, -8, nt, 7, -28, -3
COc1ccc(NC(=O)Nc2ccc3c(c2)C(=O)N([C@@H](C)CO)C[C@H](C)[C@@H](CN(C)S(=O)(=O)c2ccc(OC)cc2)OCCCC[C@@H](C)O3)cc1
→ 2, 9, -1, 21, 22, nt, 6, -5
CN1c2ccc(-c3ccccc3F)cc2[C@H]2[C@H](CCN2S(=O)(=O)c2ccc(F)cc2)[C@@H]1CO
→ 5, -12, -1, 9, -20, -25, -46, -2

New compounds follow
SMILES | Cneo AK release | PGC1a acetyl inh | PglD DTNB | LGR2 antag | PAX8 inh HTS | Statin myotox sup | INS-1E GSIS act | ARNT-TACC3 inh
COc1ccc(/C=C2\SC(=S)N(CCCC(=O)N3CCN(C)CC3)C2=O)cc1OC | 5 | 4 | 0 | -4 | 0 | -4 | -5 | -7
O=C(C[C@H]1CC[C@@H]2[C@H](COC[C@@H](O)CN2Cc2cc(F)cc(F)c2)O1)NC1CCCC1 | -2 | -7 | 9 | 5 | 7 | -8 | 0 | -2
C[C@H](CO)N1C[C@H](C)[C@H](CN(C)Cc2cccc(F)c2)Oc2ncc(C#C[C@@H](C)O)cc2C1=O | 9 | -5 | -4 | 10 | nt | 3 | 9 | -2
Cc1cc(Cl)ccc1OCC(=O)NNC(=O)C1CSC2(C)CCC(=O)N12 (stereo not given) | 0 | nt | -2 | 5 | nt | -6 | -3 | -6
C[C@H](NC(=O)C[C@H]1CC[C@H](NC(=O)CN2CCOCC2)[C@H](CO)O1)c1ccccc1 | 17 | 10 | 2 | 30 | -12 | 2 | -1 | 1
C[C@H](CO)N1C[C@H](C)[C@@H](CN(C)C(=O)Nc2ccc(C(F)(F)F)cc2)OCCCC[C@H](C)Oc2ccc(NC(=O)Cc3ccccc3)cc2C1=O | -5 | 11 | 1 | 11 | -25 | nt | 2 | -6
CCN(CC(=O)Nc1c(F)cccc1F)C(=O)C1CCN(C(=O)c2ccc(Cl)cc2)CC1 | 1 | nt | -3 | 0 | -6 | 11 | 14 | -1
O=C(Cn1nnc2c(sc3nc4c(c(-c5ccccc5)c32)CCC4)c1=O)c1ccccc1 | 0 | 11 | -5 | nt | nt | 3 | nt | -14
CCC(Sc1nc(C)cc(C)n1)C(=O)Nc1ccc(Cl)cn1 (stereo not given) | -2 | -3 | -7 | nt | nt | nt | nt | -1
O=C(C1=C(O)C(=O)N(CC2CCCO2)C1c1ccc(Cl)cc1Cl)c1ccco1 (stereo not given) | -1 | -12 | 4 | 13 | 11 | 19 | -1 | 4
COc1ccccc1-c1cc2nc(-c3ccccc3)cc(N3CCN(C(=O)c4ccoc4)CC3)n2n1 | 0 | nt | -3 | 36 | 67* | -2 | 9 | nt
C[C@H]1CN([C@@H](C)CO)S(=O)(=O)c2ccc(-c3ccccc3)cc2O[C@@H]1CN(C)S(=O)(=O)c1ccccc1F | -1 | 1 | -3 | 10 | 37 | -42 | -5 | 6
CC12CC3CC(C1)CC(C(=O)NNC(=O)c1ccncc1)(C3)C2 | -1 | -8 | -4 | -18 | 15 | -3 | 5 | -2
O=C(Cc1ccccn1)N1CC2(C1)[C@@H](c1ccccc1)[C@@H](CO)N2C(=O)c1cccnc1 | nt | 3 | nt | 11 | 4 | nt | 5 | nt
Cc1ccc(NC(=O)Cn2cnc3c(oc4nc5c(cc43)COC(C)(C)C5)c2=O)cc1 | nt | 8 | nt | -2 | -4 | nt | -1 | -5
CCCCN(C=O)c1c(CC)nc2c(OCC3CCCCC3)cccn12 | 5 | nt | -4 | nt | 10 | -1 | nt | nt
CN1C[C@H]2[C@@H](c3ccccc31)[C@H](CO)N2S(=O)(=O)c1ccccc1 | 3 | -1 | -2 | 1 | 2 | -3 | -5 | 1
COc1ccc(NC(=O)CSc2nc3ccccc3c3nc4ccccc4n23)cc1 | nt | nt | nt | -33 | 36 | nt | 36 | 0
CC(C)(C)n1ncc2c(=O)n(Cc3cccc(Cl)c3)cnc21 | nt | nt | nt | -27 | -10 | 0 | 9 | -5
c1ccc(-c2nnc(-c3ccncc3)nc2-c2ccccc2)cc1 | nt | -5 | nt | 7 | -9 | nt | -3 | 2
CN(Cc1nccn1C)C(=O)c1cc(COc2cccc(C(F)(F)F)c2)on1 | 2 | -5 | -1 | -20 | -45 | 6 | 5 | -3
O=C(NCc1nnc(SCC(=O)N2CCCc3ccccc32)n1-c1ccccc1)c1cccc2ccccc12 | nt | nt | nt | 20 | -1 | nt | -47 | -24
Cc1cccc(/C=C2/S/C(=N/N=C3\CC4CCC3(C)C4(C)C)NC2=O)c1 (stereo not given) | nt | -19 | nt | -7 | nt | nt | -28 | 10
Cc1cc(NC(=O)CSCc2nc(-c3cccc(Cl)c3)oc2C)no1 | 0 | -5 | -4 | 9 | 11 | -5 | nt | -6
COc1ccc(CC(N)c2csc(NC(=O)Nc3ccccc3Cc3ccccc3)n2)cc1 (stereo not given) | 0 | -27 | 2 | -6 | 24 | 0 | -17 | nt
SMILES | Cneo AK release | PGC1a acetyl inh | PglD DTNB | LGR2 antag | PAX8 inh HTS | Statin myotox sup | INS-1E GSIS act | ARNT-TACC3 inh
Cc1cccc(S(=O)(=O)N2CCCCN3[C@H](C2)[C@@H](c2ccc(C#CC(C)C)cc2)[C@@H]3CO)c1 | -1 | -2 | 8 | 12 | 38 | nt | 14 | -1
COc1ccccc1-c1cn(CC[C@H]2CC[C@@H](NC(=O)c3cnccn3)[C@@H](CO)O2)nn1 | 2 | 1 | 2 | 9 | nt | 3 | 26 | nt
CC1CCN(S(=O)(=O)N2CCN(C(=O)c3ccc4c(c3)OCO4)CC2)CC1 | -2 | 10 | -1 | -12 | -2 | 10 | -1 | 2
NC(=O)C1CCN(C(=O)COc2ccc3c(c2)oc(=O)c2ccccc23)CC1 | 1 | -10 | -1 | nt | nt | 8 | nt | 7
COc1ccc(N2CCN(C(=O)c3ccccc3NC(=O)c3ccccc3)CC2)cc1 | -1 | nt | -5 | 6 | 10 | 12 | 14 | -3
CC(=O)N(C)C[C@@H]1Oc2ncc(C#Cc3cccnc3)cc2C(=O)N([C@H](C)CO)C[C@@H]1C | 2 | -1 | -1 | -9 | nt | -3 | 12 | 0
O=C(c1noc2c1CCCC2)N1CCCCC1 | 0 | 2 | 4 | -6 | nt | 1 | 8 | -5

High-throughput results from PubChem.
